Bioassay records as filed in PubChem.
NCI-60 one-dose screen, 48 h, at 10 µM unless noted. Numbers give growth in % (100 = growth as untreated, 0 = no growth, -100 = all killed).
MDA-MB-231: MDA-MB-231 breast cancer; actives 5% (n = 81,000)
MCF7: MCF7 breast cancer | AID 1794796 | actives 6.3% (n = 82,000)
MDA-MB-435: MDA-MB-435 melanoma; AID 1794794; actives 7.8% (n = 82,000)
BT-549: BT-549 breast cancer. actives 4.4% (n = 78,000)
K-562: K-562 leukemia; actives 7.4% (n = 78,000)
MOLT-4: MOLT-4 leukemia cells. actives 6.9% (n = 80,000)
SR: SR leukemia cells; actives 8.7% (n = 73,000)
MDA-MB-468: MDA-MB-468 breast cancer | AID 2202374 | actives 8.5% (n = 78,000)
* hit, by the source's call; · = no result given; & = joins results of further samples. The calls were made as follows: active = growth percent below 10; inactive = the rest.

SMILES | MDA-MB-231 | MCF7 | MDA-MB-435 | BT-549 | K-562 | MOLT-4 | SR | MDA-MB-468
CCC(C)CCCCC(=O)NC(CCN)C(=O)NC(C(=O)NC(CCN)C(=O)NC1CCNC(=O)C(C(C)O)NC(=O)C(CCN)NC(=O)C(CCN)NC(=O)C(CC(C)C)NC(=O)C(Cc2ccccc2)NC(=O)C(CCN)NC1=O)C(C)O (centres undefined) | 94 | 111 | 106 | 101 | 103 | 106 | 103 | 119
COc1ccc2[nH]c(O)c(N=NC(=O)Cn3c(-c4ccccc4)nc4cc(Cl)c(Cl)cc43)c2c1 | 92 | 84 | 94 | 57 | 93 | 82 | 81 | 93
Nc1c(O)c(S(=O)(=O)O)c(O)c2c1C(=O)c1ccccc1C2=O | 42 | 14 | 21 | 40 | 22 | 5.9* | 14 | 1.1*
CCOC(=O)/C(C#N)=C1/SC=C(N)N1c1ccccc1 | 94 | 109 | 99 | 103 | 118 | 121 | 115 | 110
CN=c1ccc2cc3ccc(NC)cc3oc-2c1 | 85&104 | 93&90 | 98&90 | 107&88 | 98&104 | 97&44 | 90 | 108&90
CCN(CC)CCOCCOC(=O)C(CC)(CC)c1ccccc1 | 91 | 85 | 94 | 100 | 79 | 94 | 101 | 88
NC(N)=Nc1ccc(N=C(N)N)cc1 | 96 | 89 | 107 | 92 | 105 | 138 | 53 | ·
N=C(N=C(C(Cl)(Cl)Cl)C(Cl)(Cl)Cl)N=C(C(Cl)(Cl)Cl)C(Cl)(Cl)Cl | 119 | 94 | 108 | 112 | 103 | 109 | 111 | 97
COc1ccc(C2=NNC(c3ccc(Oc4ccnc5cc(Cl)ccc45)c(OC)c3)C2)cc1 (centres undefined) | 89 | 84 | 88 | 78 | 82 | 80 | 86 | 80
Cn1c(=O)c2[nH]c(-c3ccc(OCCCCl)cc3)nc2n(C)c1=O | 100 | 93 | 111 | 105 | 109 | 97 | 82 | 97
CSc1nc(Nc2cccc(NC(=O)CCl)c2)c(C#N)c(-c2cccc([N+](=O)[O-])c2)n1 | 68 | 0.0* | 45 | 14 | 5.6* | 1.1* | · | -11*
O=C(Nc1ccc2c3c(cccc13)CC2)c1ccccc1 | 100 | 53 | 103 | 96 | 110 | 98 | 102 | 52
O=C1c2cccc(NCc3ccccn3)c2C2CC=CCN12 (centres undefined) | 117 | 97 | 101 | 100 | 89 | 94 | 87 | 103
CSc1nc2c(c(=O)n1C)CN(Cc1ccccc1)C(=O)C(c1ccccc1)N2 (centres undefined) | 91 | 95 | 102 | · | 102 | 88 | 172 | 94
COCC(=O)O | 102 | 94 | 108 | 100 | 83 | 101 | 100 | 108
COc1ccc(/C(C#N)=C2C=C(Cl)/C(=N/O)C=C/2Cl)cc1 | 112 | 68 | 90 | 117 | 34 | 55 | 52 | 65
O=C(CN1C(=O)NC2NC(=O)NC21)N/N=C/c1ccccc1[N+](=O)[O-] (centres undefined) | 114 | 85 | 104 | 98 | 104 | 103 | 110 | 99
COc1cc(/C=C/C(=O)c2ccc(OC(C)=O)c(OC)c2)ccc1OC(C)=O | 71 | 69 | 91 | 81 | 94 | 85 | 55 | 64
COc1ccc(Oc2nc(Cl)ncc2NC(=O)Nc2c(Cl)cccc2Cl)cc1 | 101 | 98 | 107 | 102 | 85 | 89 | 91 | 101
C/C(=N/O)c1ccc(NC(=O)Cn2nc(-c3ccc(Cl)cc3)nc2N)cc1 | 83 | 85 | 109 | 116 | 99 | 67 | 81 | 100
CC(=O)OCC(=O)C1CCC2C3CCC4=CC(=O)CCC4(C)C3CCC12C (centres undefined) | 115 | 127 | 104 | 94 | 110 | 103 | 111 | 91
Nc1c(C(=O)Nc2ccccc2)sc2nc3c(cc12)CNCC3 | 85 | 81 | 81 | 104 | 91 | 87 | 71 | 84
Cc1c(C(=O)Nc2nc3ccccc3[nH]2)cnn1-c1ccccn1 | 109 | 96 | 108 | 111 | 94 | 78 | 84 | 112
CCNc1nc2ccccc2c2c(=O)c3cc(C)ccc3sc12 | 85 | 45 | 107 | 113 | 99 | 90 | 75 | 80
O=c1oc2ccccc2cc1-c1cnc2ccccc2n1 | 98 | 72 | 114 | 107 | 93 | 88 | 89 | 83
CCn1cc(C(=O)O)c(=O)c2cc(F)c(N3CCN(C(=O)c4ccc(Cl)cc4)C(C)C3)c(F)c21 (centres undefined) | 86 | 91 | 93 | 105 | 98 | 106 | 91 | 96
CCN1C(=O)N(CC)C2Nn3c(s/c(=C4\C(=O)N(C(C)C)c5ccccc54)c3=O)=NC21 (centres undefined) | 24 | 9.0* | 1.0* | 28 | 14 | 20 | 21 | 9.3*
N#Cc1cc2c(C(=O)c3cccs3)cn(O)c2cc1C#N | 101 | 98 | 103 | · | 80 | 86 | 82 | 88
CC(=O)Nc1nc(=O)n(CC(=O)c2cccs2)cc1F | 91 | 101 | 107 | 119 | 109 | 103 | · | 105
CSc1nc(-c2ccco2)c2c(N)nn(S(=O)(=O)c3ccc(Cl)cc3)c2n1 | 92 | 71 | 111 | 85 | 86 | 86 | 82 | 87
Cc1ccc(NC(=O)c2cc(/C=C/C(=O)NO)cc(C(F)(F)F)c2)cc1Nc1nccc(-c2cccnc2)n1 | -25* | -17* | -2.8* | -15* | 5.9* | 5.2* | 4.9* | -24*
CCOC(=O)CC(NC(=O)C(CC(=O)OCc1ccccc1)NC(=O)OCc1ccccc1)C(=O)OCC (centres undefined) | 106 | 99 | 99 | 104 | 99 | 98 | 99 | 98
Cc1cc(CSc2ccccc2C(=O)N2CC=C(c3ccccc3)CC2)on1 | 95 | 95 | 98 | 101 | 89 | 92 | 85 | 94
CCN(CC)c1ccc(N=O)cc1 | 47 | 52 | 67 | 80 | 24 | 45 | 26 | 24
CC(C)c1cccc(C(C)C)c1NC(=O)N1CCCCC1 | 107 | 98 | 109 | 116 | 110 | 136 | 94 | 107
O=C(CSc1nc2ccccc2c(=O)n1-c1ccccc1)c1cc2cc(Br)ccc2oc1=O | 90 | 101 | 107 | 99 | 91 | 86 | 94 | 106
O=C(O)CC(C(=O)O)N1C(=O)/C(=C/C(Cl)=C/c2ccccc2)SC1=S (centres undefined) | 97 | 102 | 102 | 113 | 105 | 113 | 96 | ·
O=S(=O)(NCCCNc1nccc(-n2cnc3ccccc32)n1)c1ccc(F)cc1 | 74 | 64 | 65 | 35 | 37 | 33 | 37 | 50
N#C/C(=C\c1ccc(CO)o1)C(N)=O | 101 | 97 | 108 | 111 | 104 | 110 | 97 | 110
CN1CN(C)C(c2ccncc2)=C1c1ccncc1 | 113 | 106 | 114 | 135 | 109 | 97 | 109 | 85
Cc1ccc2c(Cl)cc(Cl)c(O)c2n1 | 91 | 95 | 113 | 93 | 105 | · | · | 115
CC1(C)CC(=O)c2c(ccc(C(=O)C[C@H](N)CO)c2N)O1 | 55 | 13 | 52 | 25 | 37 | 39 | 17 | 3.2*
CCCCCCCCCCCCCCCCCC(=O)OCCC(C)CCCC(C)C (centres undefined) | 96 | 111 | 96 | 109 | 119 | 113 | 124 | 109
Cc1ccc(Nn2c(SCC(=O)Nc3nc4ccccc4s3)nc(C)c2C)cc1 | 86 | 84 | 97 | 98 | 56 | 82 | 79 | 60
O=C(Nc1nc2ccc(OC(F)(F)F)cc2s1)c1ccc(F)cc1 | 27 | -0.1* | 15 | 39 | 9.0* | 14 | · | 21
CSC(=NC(=O)c1c(Cl)cccc1Cl)SC | 94 | 91 | 106 | 90 | 88 | 74 | 82 | 95
CC(C)C[C@@H](CC(N)=O)CC(=O)N[C@@H](CC(=O)N1CCn2c(nnc2C(F)(F)F)C1)Cc1cc(F)c(F)cc1F | 113 | 96 | 104 | 93 | 111 | · | 141 | 95
O=S(=O)(NCCNc1nccc(-c2c(-c3cccc(F)c3)nc3occn23)n1)c1ccccc1 | 85 | 41 | 51 | 82 | 53 | 68 | 46 | 62
CCC(=O)NC1=C(Cl)C(=O)C(NC(=O)CC)=C(Cl)C1=O | 92 | 28 | 136 | 119 | -24* | -41* | -55* | -70*
C[C@@H](C[C@H](CCOCc1cccnc1)c1ccccc1)c1csc2ccccc12 | 94 | 108 | 102 | 102 | 83 | 82 | · | 76
CC(C)NC(=S)Nc1c(N)n(C)c(=O)n(C)c1=O | 106 | 112 | 110 | 107 | 118 | 114 | 104 | 124
Cc1nc2ncccc2nc1Nc1ccc(S(=O)(=O)Nc2cncs2)cc1 | 84 | 82 | 114 | 83 | 109 | 99 | 102 | 98
NS(N)(=O)=O | 102 | 111 | 104 | · | 115 | 107 | 106 | 92
O=C(NO)[C@H]1O[C@@H](n2cnc3c(=O)[nH]cnc32)[C@H](O)[C@@H]1O | 102 | 93 | 106 | 128 | 96 | 101 | 100 | 111
Cn1c(C(=O)NCc2ccc(Cl)cc2Cl)nc2ccccc2c1=O | 96 | 92 | 105 | 101 | 71 | 73 | 78 | 71
COCCNC(=O)Cc1c(-c2ccc(OC)cc2)oc2c(OC)c3c(c(OC)c12)OCO3 | 95 | 95 | 103 | 102 | 102 | 97 | 96 | 90
CC(C)C(=O)NNc1ccccc1 | 95 | 96 | 108 | 108 | 89 | 102 | 91 | 102
COc1cccc(-c2cc(-c3c[nH]c4ccccc34)nc(N)c2C#N)c1 | 64 | 51 | 27 | 77 | 23 | 31 | 17 | 49
CCOC(=O)/C=C/CSC(=S)OCC | 102 | 91 | 101 | 105 | 107 | 116 | 115 | 102
CC(=O)c1ccc(N/C=C2\C(=O)c3ccccc3OC2O)cc1 (centres undefined) | 72 | 106 | 100 | 101 | 97 | 91 | 84 | ·
Other results
SMILES | MDA-MB-231 | MCF7 | MDA-MB-435 | BT-549 | K-562 | MOLT-4 | SR | MDA-MB-468
CNC(=O)O[C@H]1CC[C@@]2(C)C(=CC[C@H]3[C@@H]4CC[C@H]([C@H](C)CCCC(C)C)[C@@]4(C)CC[C@@H]32)C1 | 108 | 99 | 101 | 98 | 103 | 97 | 92 | 101
CC1(C)C/C(=C\c2ccccc2[N+](=O)[O-])C(=O)c2ccccc21 | 118 | 114 | 94 | 102 | 102 | 98 | 85 | 97
Cn1c(=O)c2c(nc(CCC3CCCC3)n2C)n(C)c1=O | 102 | 100 | 93 | 103 | 115 | 122 | 107 | 120
O=C(CSc1nc(-c2ccc(F)cc2)nc2c1Cc1ccccc1O2)Nc1ccc(C(=O)O)cc1 | 83 | 78 | 107 | 94 | 96 | 105 | 96 | 108
CC(=O)O[C@H]1CC[C@]2(C)[C@H]3CC(=O)[C@H]4[C@@H]5CC(C)(C)CC[C@]5(C(=O)OC(=O)[C@]56CCC(C)(C)C[C@H]5[C@@H]5C(=O)C[C@@H]7[C@@]8(C)CC[C@H](OC(C)=O)C(C)(C)[C@@H]8CC[C@@]7(C)[C@]5(C)CC6)CC[C@@]4(C)[C@]3(C)CC[C@H]2C1(C)C | 92 | 97 | 97 | 106 | 101 | 119 | · | 99
C=C(C)OC(=O)C(C(=O)OCC)=C(C)C | 112 | 104 | 106 | 107 | 117 | 102 | 95 | 100
COCCn1c(=N)c(S(=O)(=O)c2ccccc2)cc2c(=O)n3ccccc3nc21 | 98 | 100 | 108 | 118 | 102 | 109 | 106 | 107
COc1ccc(/C=C2\N=C3SC=C(N4C(=O)CSC4=Nc4ccccc4)N3C2=O)cc1 | 107 | 97 | 109 | 100 | 90 | 89 | 81 | 102
CC(=O)OCCc1ccccc1C#N | 91 | 102 | 117 | 104 | 113 | 114 | 112 | 109
COc1cc(C(=O)N(C)C)cc(OC)c1OC | 105 | 103 | 103 | 108 | 112 | 98 | 92 | 91
O=C(CCCCC(=O)N/N=C\c1cc(Cl)ccc1O)N/N=C\c1cc(Cl)ccc1O | 75 | 64 | 96 | 102 | 58 | 38 | 36 | 86
Cc1ccccc1Oc1ccccc1N | 96 | 95 | 98 | 79 | 96 | 84 | 101 | 101
O=C1Nc2ccccc2/C1=C/C(=O)c1ccccc1[N+](=O)[O-] | 89 | 89 | 111 | 102 | 86 | 95 | 85 | 109

12 compounds from above, arranged by number of heavy atoms, highest first:
SMILES | MDA-MB-231 | MCF7 | MDA-MB-435 | BT-549 | K-562 | MOLT-4 | SR | MDA-MB-468
CC(=O)O[C@H]1CC[C@]2(C)[C@H]3CC(=O)[C@H]4[C@@H]5CC(C)(C)CC[C@]5(C(=O)OC(=O)[C@]56CCC(C)(C)C[C@H]5[C@@H]5C(=O)C[C@@H]7[C@@]8(C)CC[C@H](OC(C)=O)C(C)(C)[C@@H]8CC[C@@]7(C)[C@]5(C)CC6)CC[C@@]4(C)[C@]3(C)CC[C@H]2C1(C)C | 92 | 97 | 97 | 106 | 101 | 119 | · | 99
O=C(CSc1nc(-c2ccc(F)cc2)nc2c1Cc1ccccc1O2)Nc1ccc(C(=O)O)cc1 | 83 | 78 | 107 | 94 | 96 | 105 | 96 | 108
CNC(=O)O[C@H]1CC[C@@]2(C)C(=CC[C@H]3[C@@H]4CC[C@H]([C@H](C)CCCC(C)C)[C@@]4(C)CC[C@@H]32)C1 | 108 | 99 | 101 | 98 | 103 | 97 | 92 | 101
COc1ccc(/C=C2\N=C3SC=C(N4C(=O)CSC4=Nc4ccccc4)N3C2=O)cc1 | 107 | 97 | 109 | 100 | 90 | 89 | 81 | 102
O=C(CCCCC(=O)N/N=C\c1cc(Cl)ccc1O)N/N=C\c1cc(Cl)ccc1O | 75 | 64 | 96 | 102 | 58 | 38 | 36 | 86
COCCn1c(=N)c(S(=O)(=O)c2ccccc2)cc2c(=O)n3ccccc3nc21 | 98 | 100 | 108 | 118 | 102 | 109 | 106 | 107
CC1(C)C/C(=C\c2ccccc2[N+](=O)[O-])C(=O)c2ccccc21 | 118 | 114 | 94 | 102 | 102 | 98 | 85 | 97
O=C1Nc2ccccc2/C1=C/C(=O)c1ccccc1[N+](=O)[O-] | 89 | 89 | 111 | 102 | 86 | 95 | 85 | 109
Cn1c(=O)c2c(nc(CCC3CCCC3)n2C)n(C)c1=O | 102 | 100 | 93 | 103 | 115 | 122 | 107 | 120
COc1cc(C(=O)N(C)C)cc(OC)c1OC | 105 | 103 | 103 | 108 | 112 | 98 | 92 | 91
C=C(C)OC(=O)C(C(=O)OCC)=C(C)C | 112 | 104 | 106 | 107 | 117 | 102 | 95 | 100
CC(=O)OCCc1ccccc1C#N | 91 | 102 | 117 | 104 | 113 | 114 | 112 | 109
